NCOA1 inh = inhibitors of human steroid receptor coactivator 1 (SRC1) | Q15788 | 0.12% of 360,000 active | inhibition, % at 3.6 µM | AID 588354 | HEK293 GAL4-SRC1 luciferase reporter, luminescence;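 active means inhibition above the campaign mean plus 3 SD, with each screening campaign given its own cutoff, cut at about 60% in these data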;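 further: 0% = DMSO treated cells and 100% = gossypol at 36 µM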
COUP-TFII inh = blocks human COUP-TFII nuclear receptor; HEK293T NGFI-A luciferase reporter, luminescence; inhibition, % at 8.6 µM; 0.7% of 370,000 active; AID 686940;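 active means inhibition above a per-plate cutoff, mean inhibition of test wells between control levels plus 3 SD, cut at about 38% in these data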;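 further: cells cotransfected with COUP-TFII expression vector driving the NGFI-A reporter; 0% = median of COUP-TF2 test wells and 100% = reporter-only cells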
TWEAK-Fn14 inh = TWEAK-Fn14 signaling inhibition | 2% of 360,000 active | TWEAK-stimulated Fn14 reporter cells, luciferase luminescence, 8 h | inhibition, % at 10 µM; in the data active means inhibition above about 50%
NCOA3 inh = inhibits human SRC3 coactivator | 0.17% of 360,000 active | Q9Y6Q9 | HEK293 GAL4-SRC3 luciferase reporter, luminescence | inhibition, % at 3.6 µM | AID 588352;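 active means inhibition above a per-campaign cutoff, the mean of all compounds plus 3 SD, cut at about 60% in these data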;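 further: 0% = DMSO-treated cells and 100% = gossypol-treated cells at 36 µM; higher means less SRC3-driven luciferase light from the GAL4 reporter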
NR5A2 inv ag = inverse agonists of human LRH-1 (NR5A2) | HEK293T StAR-luciferase reporter, LRH-1 transfected, 24 h | inhibition, % at 3.6 µM | 0.13% of 360,000 active | AID 602396;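 active means inhibition above the mean inhibition of all tested compounds plus 3 SD, cut at about 73% in these data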;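 further: 0% = DMSO wells and 100% = reporter-only cells lacking LRH-1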
Shn3 3UTR inh = reduces Shn3 3'UTR luciferase signal in osteoblasts; Clone20 osteoblast Shn3 3'UTR firefly luciferase, 24 h; inhibition, % at 12.5 µM; 0.52% of 360,000 active; AID 588674;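 active means mean inhibition of at least 75% with every replicate also reaching 75%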;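 further: 0% = median of neutral control wells and 100% = pilot-screen positive control compound; some compounds past the cut are filed as inactive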
KKLEB tox = reduces viability of KKLEB cystic fibrosis airway cells; KKLEB CF airway cells viability, ATPlite luminescence, overnight; stronger effect = lower value; cells stimulated with P. aeruginosa culture filtrate; activity change (cytotoxicity), % at 5 µM; 0.36% of 360,000 active;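 active means corrected activity change at or below -50% at 5 µM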
TRAIL sens C8 = sensitizes caspase-8 expressing cells to TRAIL | 1% of 360,000 active | NB7+C8 cells + TRAIL, ATPlite viability luminescence | AID 624354 | inhibition (viability loss, TRAIL sensitization), % at 10 µM;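 active means compounds causing at least 50% loss of cell viability in the single-dose screen, relative to plate controls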
CF NFkB inh = inhibitors of cystic fibrosis induced NF-kB; KKLEB NF-kB-GFP reporter, PAF-induced, GFP fluorescence overnight; inhibition, % at 5 µM; 0.86% of 360,000 active;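 active means at least 50% inhibition at 5 µM, scaled per plate between neutral and stimulator controls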;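 further: PAF is a Pseudomonas aeruginosa culture filtrate used as stimulus; plate controls were PAF-stimulated DMSO wells for no effect and unstimulated DMSO wells for full effect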
EBV LMP1 NFkB = Epstein-Barr LMP1 NF-kappaB reporter inhibition | LMP1-induced NF-kappaB luciferase reporter cells, luminescence | inhibition, % at 12.5 µM | 0.69% of 350,000 active | AID 504558; in the data active means inhibition above about 41%;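 further: 0% = neutral control wells and 100% = reference inhibitor control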
TROY NFkB inh = inhibitors of TROY-dependent NF-kB signaling | Q293 LMP1-TROYcd NF-kB luciferase reporter, 4 h | inhibition, % at 10 µM | 0.98% of 360,000 active | AID 1347056;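 active means compounds whose plate-normalised and pattern-corrected inhibition of the luciferase reporter signal at the single screening dose is 50% or more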
* marks the source's active call; other numbers are inactive results; / = not tested or not shown. This is a subset (hit frequency here may not be typical).

Values run as follows: NCOA1 inh	COUP-TFII inh	TWEAK-Fn14 inh	NCOA3 inh	NR5A2 inv ag	Shn3 3UTR inh	KKLEB tox	TRAIL sens C8	CF NFkB inh	EBV LMP1 NFkB	TROY NFkB inh
> Fc1ccccc1OCCCN1CCOCC1
→ 10	-20	1	0	-10	-3	-24	2	12	-3	-5
> Cc1ccc(-c2cc(C(=O)NCCCN3CCOCC3)c3ccc(Cl)c(C)c3n2)cc1
→ -31	-3	-35	-3	18	-18	-2	17	9	-17	-18
> COc1ccc(S(=O)(=O)N2CCOCC2)cc1NS(=O)(=O)c1ccc(F)c(F)c1
→ -7	-1	16	19	0	-12	3	6	8	-4	-9
> CCOC(=O)c1nccnc1C(=O)Nc1ccc(C(F)(F)F)cc1
→ 11	8	-17	9	8	-4	6	-8	10	-9	6
> Cc1cc(OCC(=O)NNC(=S)NCC2CCCO2)cc(C)c1Cl (stereo not drawn)
→ -5	9	-33	20	-10	-4	8	6	8	-9	-30
> Cc1cc2c(cc1C)N(C(=O)CN1C(=O)c3ccccc3C1=O)C(C)(C)c1ssc(=S)c1-2
→ -3	4	23	-3	1	18	2	-1	10	-4	-22
> CCOC(=O)c1oc2ccccc2c1CN1CCN(C(=O)c2ccccc2)CC1
→ -1	-8	-5	-11	9	8	7	-25	-24	8	-15
> CCOC(=O)c1cc(-c2ccccc2)nn1CC1CC(c2cccc([N+](=O)[O-])c2)=NO1 (stereo not drawn)
→ 0	-23	-12	1	-9	8	3	-1	5	7	-13
> CCOc1ccc(-n2c(C)nc3cc(C(=O)NCc4ccc5c(c4)OCO5)ccc32)cc1
→ 5	-9	0	14	11	-12	-12	-10	1	-3	10
> CCc1nnc(NC(=O)CN2CCN(Cc3ccc(F)cc3)CC2)s1
→ -3	9	-3	-1	1	-2	2	0	20	-1	5
> Cc1ccc(Nc2ccc(N3CCN(c4ccc([N+](=O)[O-])cc4)CC3)nn2)cc1
→ -6	-6	-12	17	9	-6	4	-9	-20	-3	1
> COc1ccc(OC)c(C(c2nnnn2C2CCCC2)N2CCN(c3ccc(F)cc3)CC2)c1 (stereo not drawn)
→ -2	8	-17	-13	8	14	7	10	5	13	7
> COc1ccc(OC)c(C2C(C(=O)c3ccccc3)=C(C)Nc3nc4ccccc4n32)c1 (stereo not drawn)
→ -4	-16	-2	-3	-4	5	-10	25	24	-6	-23
> COc1ccc(NC(=O)C23CC4CC(C2)CC(n2cnc(Br)n2)(C4)C3)c(C)c1
→ -25	-1	-1	-22	2	-4	1	-8	7	-6	-19
> O=C(c1cc2cc(F)ccc2[nH]1)N(Cc1cccnc1)CC1CCCN(C2CCCCC2)C1 (stereo not drawn)
→ -8	2	-18	-18	24	-6	5	17	-12	-4	5
> CCCn1ncc(CN2CCC(n3nccc3NC(=O)c3ccccc3OC)CC2)c1C
→ 2	0	-4	1	2	2	-4	-15	0	7	-9
> CCOC(=O)c1cc(C)nc(N2CCCCC2)c1C#N
→ -10	-14	11	-4	13	-8	-7	0	10	3	-9
> O=C(O)CCCSCC(=O)Nc1ccccc1
→ 8	0	11	-1	8	9	-2	-10	13	1	5
> COc1cc(OC)c(N(C)S(=O)(=O)c2cccc(C(=O)Nc3nccs3)c2)cc1Cl
→ 6	28	31	-10	19	31	12	6	-14	-10	39
> Cc1sc2ncnc(OCC(=O)NC3CCS(=O)(=O)C3)c2c1C (stereo not drawn)
→ -5	3	-34	5	4	/	0	9	11	-1	8
> Cc1cc(N2CCN(C(=O)c3ccco3)CC2)n2nc(-c3cccc(Cl)c3)cc2n1
→ 4	13	42	10	8	21	0	23	-14	-2	10
> COc1ccccc1N(C(=O)c1ccco1)C(C(=O)NC1CCCC1)c1cccs1 (stereo not drawn)
→ -22	4	19	-2	5	5	4	2	-4	11	8
> COc1ccc(C(=O)OCC(=O)NCC2CCCCC2)cc1S(=O)(=O)N1CCCc2ccccc21
→ -46	7	10	4	5	-11	0	5	1	3	-8
> COc1ccc(C(=O)NC(C)c2ccc(-n3ccnc3)cc2)cc1S(=O)(=O)N1CCOCC1 (stereo not drawn)
→ -3	-9	-6	13	4	-13	0	11	-43	-5	5
> CCCCSc1nsc(NC(C)=O)n1
→ -83	-26	4	-65	-126	-81	0	7	16	-11	-75
> CCOC(=O)c1c(NC(=O)C2C3C=CC(C3)C2(C)C(=O)O)sc2c1CCCC2 (stereo not drawn)
→ 14	7	2	17	27	15	7	3	-6	-3	4
> Cc1ccc2c(c1)N(CC(=O)NCc1cccnc1)C(=O)CO2
→ 6	-27	-7	8	6	5	-13	-10	17	-14	-1
> CCCCC1CC1C(=O)Nc1ccc(OC)c(OC)c1 (stereo not drawn)
→ 16	0	9	-24	0	-1	1	-3	-3	-2	-8
> Cc1ccc(C2SCC(=O)N2c2ccccc2)cc1 (stereo not drawn)
→ -9	13	-14	-3	-29	2	-10	-8	3	4	-9
> O=C1C=CC(=Nc2ccc3c(c2)Cc2ccccc2-3)O1
→ -50	-20	29	-41	-35	-13	8	9	-3	-6	65*
> CC(=O)N1CCC(N(CCN2CCOCC2)C(=S)Nc2ccccc2C)CC1
→ -1	5	-2	-2	27	1	-5	-9	9	0	0
> CCOc1ccc(/C=C/C2=Cc3c(sc(NC(=O)CSc4n[nH]c(N)n4)c3C#N)C(C)(C)C2)cc1
→ -18	4	-8	-2	-4	12	1	-3	-12	-26	-13
> CCC(Sc1nc(C)cc(C)n1)C(=O)O (stereo not drawn)
→ 11	-2	2	5	-15	-4	2	14	4	0	5
> CCCCN1CC(COCc2ccccc2)Oc2cccc(NCc3ccc(OC)cc3)c2S1(=O)=O (stereo not drawn)
→ 7	6	8	-3	5	65	6	-3	-7	7	-16
> Cc1ccc(OCC(=O)N(Cc2ccco2)C2CCS(=O)(=O)C2)cc1 (stereo not drawn)
→ -10	14	-4	-9	2	-5	-9	3	12	-4	11
> Cc1cc(C(=O)CN2C(=O)CCC2=O)c(C)n1Cc1ccccc1
→ -10	5	-6	4	-12	14	13	-2	-16	11	11
> O=C(NCCC1=CCCCC1)c1ccc(-n2cncn2)c([N+](=O)[O-])c1
→ -10	-1	-27	2	-28	-9	-22	-5	21	-2	-1
> O=C(CCc1nnc(-c2ccc(-c3ccccc3)cc2)o1)NCCc1ccccn1
→ -29	43*	25	-9	-21	14	14	1	-20	25	0
> Cc1cc([N+](=O)[O-])ccc1N=Nc1c(N)[nH]n(-c2ccccc2)c1=O
→ -31	-10	-19	10	1	-23	-5	-3	-11	-7	-29
> O=C1c2ccc(Oc3ccc([N+](=O)[O-])cc3)cc2C(=O)N1CCO
→ -13	20	3	-16	17	-8	6	5	6	5	-8
> O=[n+]1c2c(n([O-])c3c1CCC3)CCCC2
→ -17	20	-6	6	14	-2	-8	1	6	3	14
> COc1ccc(C(CNc2ccc(C(F)(F)F)cn2)N(C)C)cc1OC (stereo not drawn)
→ -6	-4	16	3	24	-2	-11	-10	3	1	5
> CCOC(=O)c1ccc(NC2c3ccccc3C(=O)N2c2ccc(C)cn2)cc1 (stereo not drawn)
→ -15	-6	-5	12	10	-10	-3	6	-13	8	-8
> CC(=O)c1ccc(OCCCC(=O)OCc2nnc(-c3ccc(Cl)cc3)o2)cc1
→ 2	7	-5	11	4	-2	9	-12	-11	4	-38
> Cc1ccc(-c2nc3ncccn3c2Nc2ccccc2C)o1
→ -7	-5	-24	-16	-1	2	-6	1	2	7	-35
> COC(=O)c1ccc(/C=N\n2c(C)nnc2C)cc1
→ 3	-4	13	15	13	-4	3	-10	-14	5	-3
> CC(C)c1ccc(CN2CCC2(C)C(=O)Nc2ccc3c(c2)OCO3)cc1 (stereo not drawn)
→ 3	3	4	5	-1	13	-6	5	-5	/	16
> COc1cc(C(=O)N/N=C(\C)c2ccc3c(c2)OCO3)cc(OC)c1OC
→ -20	-97	-33	29	35	-9	2	-23	-2	-21	23
> O=C(Cn1cc(COc2c(F)c(F)c(Br)c(F)c2F)nn1)c1ccc(O)cc1
→ -3	2	-9	-12	-14	1	-4	16	10	3	-18
> CCCCC(=O)Nc1ccc2c3c(cccc13)C(=O)N2CC
→ -13	-34	9	5	39	-14	-11	9	-45	1	-6

The results go on.
Values run as follows: NCOA1 inh	COUP-TFII inh	TWEAK-Fn14 inh	NCOA3 inh	NR5A2 inv ag	Shn3 3UTR inh	KKLEB tox	TRAIL sens C8	CF NFkB inh	EBV LMP1 NFkB	TROY NFkB inh
> S=C(NCc1ccc2c(c1)OCO2)NCc1ccc2c(c1)OCO2
→ 13	-8	13	-13	4	0	2	-9	5	3	8
> O=C1c2ccncc2C(=O)N1CO
→ -6	-7	4	-25	1	7	5	-6	9	4	-2
> C[C@H](CO)N1C[C@H](C)[C@H](CN(C)C(=O)Nc2ccc(F)cc2)OCc2ccccc2-c2c(n(C)c3ccccc23)C1=O
→ 1	3	23	0	-10	-6	-15	4	12	-5	-3
> CCOC(=O)N1CCC(Nc2nc3ccccc3nc2NS(=O)(=O)c2ccc(Cl)cc2)CC1
→ -73	-43	30	-70	-7	-98	27	15	23	-30	11
> COc1ccc(OC)c(CN2C(=O)c3ccccc3C2c2nnnn2C(C)C)c1 (stereo not drawn)
→ /	1	-19	/	4	/	/	-7	/	/	-9
> COc1cccc(N2CCN(S(=O)(=O)c3cn(C)cn3)CC2)c1
→ -13	7	3	18	14	-11	21	-3	-1	-9	-14
> COc1cc(OC)c(-c2oc3ccccc3c(=O)c2O)c(OC)c1
→ 0	10	7	-3	0	11	8	3	11	-1	16
> Cc1cc(-n2c(C)cc(C(=O)COc3ccc4ccc(=O)oc4c3)c2C)no1
→ 7	2	3	6	3	12	9	7	-13	-3	11
> O=C(CCN1CCOCC1)N1CCCC(Nc2cccc(F)c2)C1 (stereo not drawn)
→ -4	1	-4	-10	-1	7	-10	-1	-7	3	0
> O=C(CCC(=O)N1CCc2ccccc2C1)N1CCN(S(=O)(=O)c2ccccc2)CC1
→ 3	8	11	-2	3	-13	10	6	9	-9	-16
> O=C(NCC1CCCO1)/C(=C/c1ccccc1)NC(=O)c1ccccc1 (stereo not drawn)
→ 13	-1	3	4	-12	5	4	-9	-18	-3	-22
> Cc1ccc(NC(=O)CSC2=C(C#N)C(c3ccc4c(c3)OCO4)C3=C(CCCC3=O)N2)c(C)c1 (stereo not drawn)
→ 10	0	24	12	19	-7	-5	-6	-12	1	-3
> COCCCn1c(-c2ccc(Cl)cc2)n[nH]c1=S
→ 1	5	1	3	-13	-10	-8	0	12	-6	-25
> O=C(Nc1ccccc1C(=O)NC1CC1)c1ccc([N+](=O)[O-])o1
→ 2	12	12	19	46	-14	-10	11	30	-11	15
> CN(Cc1ccccn1)Cc1nc(COc2ccccc2)no1
→ -27	-2	7	-3	-23	-21	-5	-26	3	-5	-8
> O=C(Oc1cccc2c(OC(=O)N3CCOCC3)cccc12)N1CCOCC1
→ -10	-1	16	-22	11	2	-6	3	2	0	3
> CCCC(=O)N1CCCC(c2cc(C(=O)NCc3ccccc3)no2)C1 (stereo not drawn)
→ -23	-31	-26	-22	-36	21	-4	-4	-9	/	-11

High-throughput results (PubChem)
